Growth percent in the NCI-60 one-dose screen (48 h, 10 µM unless noted): 100 = growth as untreated, 0 = no growth, -100 = all killed.
COLO 205: COLO 205 colon cancer; 7.3% of 79,000 active; AID 1794742
NCI-H460: NCI-H460 lung cancer; 6.8% of 82,000 active; AID 1794736
A498: A498 renal cancer cells; 5.4% of 76,000 active; AID 1794774
RXF 393: RXF 393 renal cancer cells. 6.9% of 77,000 active. AID 1794773
NCI-H322M: NCI-H322M lung cancer | 2.7% of 80,000 active | AID 1794733
NCI-H226: NCI-H226 lung cancer. 3.5% of 79,000 active. AID 1794732
NCI-H23: NCI-H23 lung cancer; 4% of 80,000 active; AID 1794731
NCI-H522: NCI-H522 lung cancer | 8% of 78,000 active | AID 1794739
HT29: HT29 colon cancer. 7.4% of 81,000 active. AID 1794748
An asterisk follows results filed as active; x = not tested or not shown; & = joins results of further samples. How the source made its calls: active means growth percent below 10; inactive means the rest.

SMILES	COLO 205	NCI-H460	A498	RXF 393	NCI-H322M	NCI-H226	NCI-H23	NCI-H522	HT29
O=C(Nc1ncc(Cc2cccc(C(F)(F)F)c2)s1)c1ccc2c(c1)OCCO2	-7.8*	6.5*	-2.1*	20	54	21	31	8.7*	4.8*
CCCCCN1C=C/C(=C\C(=O)N(C)c2ccccc2OC(F)(F)F)c2ccccc21	109	106	x	110	104	90	80	82	91
NC(=S)N/N=C/c1ncccc1O	11	8.8*	x	9.6*	40	39	-6.6*	26	29
CC1(C)CC(=O)C(c2c(-c3ccccc3)[nH]c3nc(N)[nH]c(=O)c23)=C(O)C1	121	106	105	109	109	102	96	132	122
C=C(C[n+]1ccccc1)[C@@H]1CC[C@]2(C(=O)OC)CC[C@]3(C)[C@H](CC[C@@H]4[C@@]5(C)CCC(=O)C(C)(C)[C@@H]5CC[C@]43C)[C@@H]12	56	98	89	99	96	90	88	55	78
CC(=O)[C@@]1(O)[C@H](C)C[C@H]2[C@@H]3C[C@@H](F)[C@@]4(O)C[C@@H](O)CC[C@]4(C)[C@H]3CC[C@@]21C	108	110	82	110	106	96	107	91	106
CC(=O)Nc1ccc(-c2ccc(NC(C)=O)cc2)cc1	104	97	88	107	85	92	95	98	101
CN(C)c1ccc(/C=C2\C(=O)Nc3c2ccc(Cl)c3Cl)cc1	114	113	104	68	88	94	104	75	101
CCCCCN(CCCCC)CCC(O)c1cccc2ccccc12 (stereo unspecified)	43	55	46	62	67	79	50	75	25
CCOc1ccc(-n2nc(C(=O)Nc3ccc(OC)c(O)c3)nc2-c2cc(OC)c(OC)c(OC)c2)cc1	109	98	111	112	85	96	86	70	99
O=S(=O)(NCCCNc1nccc(-n2cnc3ccccc32)n1)c1ccc(Cl)cc1	110	100	73	124	104	83	97	83	104
O=C(O)c1ccc2c(c1)nc(-c1ccccc1)n2C1CCCCC1	106	109	96	112	95	109	97	86	100
CC1(C)CC2=C(C(=O)O1)C(c1ccccc1)NC(=O)N2 (stereo unspecified)	112	110	120	107	96	106	104	95	101
COc1ccc(-c2cc(C(=O)N=Nc3c(O)[nH]c4ccc(Br)cc34)no2)cc1	114	101	100	107	99	86	87	83	100
Clc1nc(-c2csc(-c3cccs3)n2)cc2ccccc12	111	93	87	112	99	102	83	88	101
CCOC(=O)c1cc(C)nnc1C(=O)OCC	94	109	92	105	125	x	107	108	103
CCSC(SCC)C(OC(C)=O)C(OC(C)=O)C(COC(c1ccccc1)(c1ccccc1)c1ccccc1)OC(C)=O (stereo unspecified)	110	87	52	86	95	68	80	79	81
CCC(C(N)=O)N1C(=O)C2C3CCC(C3)C2C1=O (stereo unspecified)	116	101	120	114	98	x	109	102	105
O=c1ccc(Cn2c(C(F)(F)F)cc3c(Cl)ncnc32)c[nH]1	63	32	136	86	67	116	18	-77*	78
O=S(=O)(Oc1ccc(-c2cnc3ccccc3n2)cc1)c1ccccc1	x	111	61	102	108	95	96	79	79
COC(=O)CSC1=C(C)C(=O)C(OC)=C(OC)C1=O	102	97	90	105	93	93	94	72	103
CC(=O)N1Cc2ccccc2C(C)Cc2cc(F)ccc21 (stereo unspecified)	123	111	115	111	102	105	108	99	104
Cc1cc(C)c2c(=O)[nH]c(SCC(=O)Nc3cccc(S(=O)(=O)N(C)C)c3)nc2n1	91	107	104	58	122	92	104	96	104
C=Cc1c(C)cc(C)c(C)c1C	112	110	89	120	107	107	100	90	96
CC(C)C(=O)NC(c1ccco1)c1ccc2cccnc2c1O (stereo unspecified)	110	78	108	101	x	103	85	98	100
COc1ccc(-c2nc3c4c(-c5ccccc5)c(-c5ccccc5)n(Cc5ccccc5)c4ncn3n2)cc1	88	61	117	64	82	61	61	44	47
Cn1ncc(CC(=O)O)c1NC(=O)c1ccc(Cl)cc1N	147	101	90	109	104	103	102	119	108
Clc1cccc(-c2nonc2Nn2cnnn2)c1	119	118	121	111	103	102	99	101	113
O=C(OCCc1ccccn1)c1cccc([N+](=O)[O-])c1	136	124	95	118	107	106	104	101	101
C=C(C)[C@@H]1CC[C@]2(c3ncc(C)o3)CC[C@]3(C)[C@H](CC[C@@H]4[C@@]5(C)CCC(=O)C(C)(C)[C@@H]5CC[C@]43C)[C@@H]12	101	99	106	89	94	85	91	74	97
Cc1cc(=O)oc2cc(OC(=O)C(CCCCN)NC(=O)OCc3ccccc3)ccc12 (stereo unspecified)	100	111	95	116	106	106	103	95	112
CCCCCCCCCCCCCCCCNC(=O)OC(C)C	-30*	2.2*	75	80	-21*	69	54	-54*	x
N/C(=N\c1nc2c(Br)cccc2s1)C(Br)Br	1.7*	-20*	0.5*	-51*	32	49	x	-75*	-11*
O=C(NCCNc1nccc(-c2c(-c3cccc(O)c3)nc3sccn23)n1)c1ccccc1	48	42	48	63	101	55	83	73	65
C[N+]12CCC34c5ccccc5NC3C3C(CC(=O)[O-])OCC=C(C1)C3CC42 (stereo unspecified)	x	109	105	122	116	115	104	100	106
O=C(Nc1ccc2ncnc(Nc3cccc(C(F)(F)F)c3)c2c1)c1cccs1	24	22	19	66	41	68	30	34	18
Cc1ccc2c(c1)/C(=N\N=C/c1cn(C(C)C)c3ccccc13)C(=O)N2	-30*	41	86	23	61	56	62	14	11
CC(=O)ON=C1C=CC(=C(C#N)c2ccccc2)C=C1	91	4.7*	102	35	95	67	92	-24*	82
CC(=O)/C(N=Nc1ccc(N=N/C(C(C)=O)=C(\C)O)cc1)=C(\C)O	118	95	x	118	92	90	89	76	116
ClC1=C2C=CC=CC2C(Cl)(c2ccccc2)C2C1=C(Cl)c1ccccc1C2(Cl)c1ccccc1 (stereo unspecified)	102	108	98	110	99	96	98	93	100
CCOC(=O)C1(C(N)=O)OC1(c1ccc(Cl)cc1)c1ccccc1Cl (stereo unspecified)	103	106	133	107	99	103	113	106	102
COc1ccc2cc(C(=O)c3cc4ccc(OC)cc4oc3=O)c(=O)oc2c1	128	104	94	97	101	90	95	95	113
CC1(C)O[C@@H]2CC3C4C[C@H](F)C5=CC(=O)C=CC5(C)C4C(O)CC3(C)[C@]2(C(=O)CO)O1 (stereo partly specified)	114	89	100	124	96	83	98	120	118
CC1=C(CCN2CCCCC2)C(=O)N2N=C(c3ccc(Cl)cc3)SC2N1 (stereo unspecified)	114	104	94	93	96	72	99	100	111
Cc1ccc(S(=O)(=O)Nc2ccc(OCc3nnc(-c4ccc(Cl)cc4)o3)c(F)c2)cc1	109	86	67	88	101	75	85	78	109
COc1ccc(C(C)=O)cc1CO/N=C1\CSCc2ccccc21	108	107	109	102	89	107	93	84	94
O=C1NC(=S)NC(=O)C1=Cc1cn(Cc2cn(Cc3cccc4ccccc34)nn2)c2ccccc12	114	89	84	85	94	x	88	97	114
COC(=O)c1ccc2oc(NC(=O)c3ccc(Nc4ccc(Cl)c(Cl)c4)c([N+](=O)[O-])c3)nc2c1	96	97	95	101	93	81	87	75	92
COc1ccccc1C(C[N+](=O)[O-])c1c(-c2ccccc2)[nH]c2ccccc12 (stereo unspecified)	110	99	x	82	79	70	86	65	89
NC(=O)SCC(=O)Nc1ccc2ccccc2c1	91	110	119	134	111	122	98	91	106
CN1C(=O)N(C)C2C1NN=c1s/c(=C3\C(=O)Nc4ccccc43)c(=O)n12 (stereo unspecified)	103	101	102	x	105	85	96	92	105
NS(=O)(=O)c1cccc(N/C=C/C(=O)c2cc3ccccc3oc2=O)c1	107	100	86	101	96	87	90	95	107
CSc1nc(Nc2ccc(S(=O)(=O)NN3C=NC=CC3)cc2)c(C#N)c(-c2ccc(Cl)cc2)n1	119	108	100	116	98	95	101	102	107
O=C(CN1CCN(c2ncnc3c2cnn3-c2ccccc2)CC1)Oc1cccc2ccccc12	111	102	112	118	88	84	84	77	99
O=[N+]([O-])c1ccc(Sc2cccc[n+]2[O-])c2nonc12	-67*	57	113	55	104	102	73	-71*	78
O=C(NNc1ccc(F)cc1)c1ccc(Cc2n[nH]c(=O)c3cccnc23)cc1	113	104	102	99	x	100	96	88	100
COc1ccccc1Sc1nnc(/N=C2\C(=O)Nc3ccc(F)cc32)s1	120	97	110	135	95	91	93	90	105
Cc1cc(=O)[nH]c(N/N=C/C=C/c2ccccc2)n1	130	111	115	117	107	96	99	108	103
CC[N+](C)(C)Cc1ccccc1Br	120	x	x	127	x	112	109	105	97
COc1cc2c(c(OC)c1OC)=NC(=O)/C(=C\c1sc(=O)[nH]c1O)C=2	104	100	x	114	101	102	98	77	101

Copied from the entries so far, 13 compounds:
SMILES	COLO 205	NCI-H460	A498	RXF 393	NCI-H322M	NCI-H226	NCI-H23	NCI-H522	HT29
CCOC(=O)C1(C(N)=O)OC1(c1ccc(Cl)cc1)c1ccccc1Cl (stereo unspecified)	103	106	133	107	99	103	113	106	102
COc1ccc2cc(C(=O)c3cc4ccc(OC)cc4oc3=O)c(=O)oc2c1	128	104	94	97	101	90	95	95	113
CC1(C)O[C@@H]2CC3C4C[C@H](F)C5=CC(=O)C=CC5(C)C4C(O)CC3(C)[C@]2(C(=O)CO)O1 (stereo partly specified)	114	89	100	124	96	83	98	120	118
CC1=C(CCN2CCCCC2)C(=O)N2N=C(c3ccc(Cl)cc3)SC2N1 (stereo unspecified)	114	104	94	93	96	72	99	100	111
Cc1ccc(S(=O)(=O)Nc2ccc(OCc3nnc(-c4ccc(Cl)cc4)o3)c(F)c2)cc1	109	86	67	88	101	75	85	78	109
COc1ccc(C(C)=O)cc1CO/N=C1\CSCc2ccccc21	108	107	109	102	89	107	93	84	94
O=C1NC(=S)NC(=O)C1=Cc1cn(Cc2cn(Cc3cccc4ccccc34)nn2)c2ccccc12	114	89	84	85	94	x	88	97	114
COC(=O)c1ccc2oc(NC(=O)c3ccc(Nc4ccc(Cl)c(Cl)c4)c([N+](=O)[O-])c3)nc2c1	96	97	95	101	93	81	87	75	92
COc1ccccc1C(C[N+](=O)[O-])c1c(-c2ccccc2)[nH]c2ccccc12 (stereo unspecified)	110	99	x	82	79	70	86	65	89
NC(=O)SCC(=O)Nc1ccc2ccccc2c1	91	110	119	134	111	122	98	91	106
CN1C(=O)N(C)C2C1NN=c1s/c(=C3\C(=O)Nc4ccccc43)c(=O)n12 (stereo unspecified)	103	101	102	x	105	85	96	92	105
NS(=O)(=O)c1cccc(N/C=C/C(=O)c2cc3ccccc3oc2=O)c1	107	100	86	101	96	87	90	95	107
CSc1nc(Nc2ccc(S(=O)(=O)NN3C=NC=CC3)cc2)c(C#N)c(-c2ccc(Cl)cc2)n1	119	108	100	116	98	95	101	102	107

(further entries)
SMILES	COLO 205	NCI-H460	A498	RXF 393	NCI-H322M	NCI-H226	NCI-H23	NCI-H522	HT29
COc1ccc2oc(=O)cc(C3C(C#N)=C(N)Oc4cc5ccccc5cc43)c2c1 (stereo unspecified)	116	110	105	109	98	101	97	83	97
Cl[C@@H]1CCO[C@H](c2ccco2)C1	108	108	97	108	107	94	100	91	103
CSc1nc2c(c(=O)[nH]1)C1(C(=O)Nc3ccccc31)c1c(nc(SC)[nH]c1=O)N2	109	103	116	103	92	95	105	123	112
NC(=S)C(=S)N=Cc1c(N)[nH]n(-c2ccccc2)c1=O	99	103	92	90	105	90	88	97	110
NCCCC[C@H](NC(=O)[C@@H]1CCCN1C(=O)Cc1ccc(O)cc1)C(=O)N[C@@H](CCCN=C(N)N)C(=O)N[C@@H](CCCN=C(N)N)C(=O)N[C@@H](CCCN=C(N)N)C(=O)N[C@@H](CCCN=C(N)N)C(=O)N[C@@H](CCCN=C(N)N)C(=O)N[C@@H](CCCN=C(N)N)C(N)=O	113	114	94	102	103	111	93	99	107
Cn1c(=O)c2[nH]c(C(F)(F)F)nc2n(C)c1=O	100	102	89	93	89	94	97	85	91
CC1CCC(=O)CC1C (stereo unspecified)	104	111	112	99	104	100	101	92	103
OC1CCc2c(-c3ccc4ncnc(N5CCc6cc(F)c(Cl)cc65)c4c3)cncc21 (stereo unspecified)	82	51	-13*	8.1*	15	57	x	40	66
Nc1ccc(S(=O)(=O)O)c([N+](=O)[O-])c1	106	99	90	110	x	105	96	75	90
Cc1cc(C2(c3cc(C)c(OCC(O)CNN(C)C)cc3C(C)C)OC(=O)c3ccccc32)c(C(C)C)cc1OCC(O)CNN(C)C (stereo unspecified)	104	79	107	95	85	86	90	69	91
Cn1cc(-c2c(-c3c[nH]c4ccccc34)[nH][nH]c2=O)c2ccccc21	x	101	x	112	103	x	97	93	108
O=C(O)c1ccc(-n2cc(/C=N/Nc3ccc(Cl)cc3)c(-c3cc4ccccc4oc3=O)n2)cc1	102	104	117	115	91	101	99	72	102
CCCc1[nH]nc2c1C(c1cc3c(cc1Br)OCO3)C(C#N)=C(N)O2 (stereo unspecified)	128	104	99	110	94	97	101	94	119
O=C(NCCCCCCNC(=O)OCc1ccc2c(Cl)cc(Cl)c(O)c2n1)OCc1ccc2c(Cl)cc(Cl)c(O)c2n1	-82*	-31*	35	-87*	44	1.3*	-69*	-57*	-75*
O=c1oc2ccc(Br)cc2cc1-c1cc(-c2ccc(-c3cc(-c4cc5cc(Br)ccc5oc4=O)nc(-c4cc5cc(Br)ccc5oc4=O)c3)cc2)cc(-c2cc3cc(Br)ccc3oc2=O)n1	124	104	102	124	102	106	99	87	104
NS(=O)(=O)c1ccc(NC(=O)Nc2nncs2)cc1	119	109	104	113	105	97	93	96	109
NC(=S)Nc1ccccc1O	121&99	104&106	92&83	105&110	126&95	94&110	86&96	96&97	105&103
O=C(c1ccccc1)c1ccco1	109	105	109	131	105	106	99	89	103
C=CC(=O)N1CC2(CC(n3nc(-c4ccc(Oc5ccccc5)cc4)c4c(N)ncnc43)C2)C1	x	40	-72*	-19*	31	16	x	x	32
COc1ccc(C(=O)OCOC(=O)c2ccc(OC)cc2)cc1	106	108	92	114	100	100	110	88	91
O=C(Nc1cccc2c1O[C@H](c1nn[nH]n1)CC2=O)c1ccc(OCCCCc2ccccc2)cc1	135	107	97	112	114	108	102	112	117
